# Screening data as filed in PubChem.
# NR2E3 ag-1 – inhibitors of NR2E3-RetCOR corepressor binding, primary screen, NR2E3 agonist project, biochemical, TR-FRET, GST-NR2E3, biotin-RetCOR; inhibition of corepressor binding, % at 4.78 µM; 1536-well; hit rate 0.12% among 320,000; AID 2300, 2010;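 active means percent inhibition above the cutoff of mean plus 3 SD of all tested compounds, set per screening campaign, cut at about 20% in these data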;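 further: 0% = DMSO wells and 100% = biotin wells as full block of FRET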
# Target sequence (Q9Y5X4 whole entry, looked up): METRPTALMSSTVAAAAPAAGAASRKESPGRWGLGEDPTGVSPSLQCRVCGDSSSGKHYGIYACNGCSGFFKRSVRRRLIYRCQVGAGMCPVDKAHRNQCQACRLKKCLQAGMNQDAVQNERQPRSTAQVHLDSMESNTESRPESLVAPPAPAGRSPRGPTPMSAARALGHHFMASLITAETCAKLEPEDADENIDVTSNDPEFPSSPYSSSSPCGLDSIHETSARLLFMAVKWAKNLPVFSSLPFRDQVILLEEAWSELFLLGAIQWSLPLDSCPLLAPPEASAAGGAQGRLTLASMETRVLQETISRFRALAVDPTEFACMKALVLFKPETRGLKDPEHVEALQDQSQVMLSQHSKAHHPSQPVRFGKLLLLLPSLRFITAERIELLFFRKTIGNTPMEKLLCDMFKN
#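 Test system: GST-NR2E3 and biotin-RetCOR proteins | Quantity: 1.35 nM GST-tagged NR2E3 final | Medium: Tris pH 7.5 | Also added: 7 nM biotin-RetCOR | Dosing: Compound at 4.8 µM, single dose | Timing: 5 h at 4 °C | Detection: Time-resolved FRET | Read-out basis: Percent inhibition | Benchmarks: Biotin wells as high control, 0.6% DMSO wells as low control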
# Granule exo inh – LAMP-1 surface exposure blockers, TALL-104 cells – cell-based, flow cytometry, MLPCN library, primary screen. hit rate 0.66% among 360,000. inhibition, % at 10 µM. TALL-104 LAMP-1 surface exposure; cells stimulated with thapsigargin and PMA;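 active means inhibition above about 55%, limit read from the data; inconclusive means no clear call, values can overlap the other calls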
# CaV13 ICDI inh – Disruptors of the CACNA1D IQ motif to Ca2+-dependent inactivation inhibitor domain association, primary screening, Förster resonance energy transfer in intact living …; HEK cells, CFP/YFP FRET ICDI-IQ, plate reader, 10 min; percent FRET-ratio fall versus neutral wells; inhibition, % at 12.3 µM; hit rate 0.098% among 340,000;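 active means mean replicate inhibition of at least 30% and at least 1% of replicates passing that level; inconclusive means only one of the two criteria is met; inactive means neither criterion is met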;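 further: 0% = median of the neutral control wells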
# Peg3 promoter – Peg3 promoter-driven luciferase inhibitors, primary screen, cell-based, HeLa, luciferase luminescence. HeLa PEG-Prom luciferase reporter, overnight. hit rate 1.7% among 360,000. inhibition, % at 20 µM;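 active means inhibition of at least 50% at 20 µM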
# NR2E3 ag-2 – NR2E3 agonists in two-hybrid cells, primary screen, cell-based, luminescence, CHO-S, Gal4-NCOR/VP16-NR2E3. Photoreceptor-specific nuclear receptor (Homo sapiens), Q9Y5X4. luciferase. inhibition of corepressor binding, % at 3.98 µM. hit rate 0.35% among 360,000. AID 602229, 2012;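 active means inhibition above the mean of all tested compounds plus 3 SD, cut at about 70% in these data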;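 further: 0% = DMSO with NR2E3 transfected cells and 100% = cells lacking NR2E3 construct; higher means lower luciferase signal from less NR2E3 corepressor binding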
# HIF-2a inh – HIF-2a reporter inhibitors, primary screen, luminescence, 786-0 RCC cells; hit rate 0.72% among 360,000; AID 624352, 2012; 786-0 RCC cells HIF-2a reporter, luciferase luminescence, overnight; inhibition, % at 18.8 µM;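 active means inhibition of the luminescence signal of 40% or more relative to plate controls, in a single-dose primary screen at 18.75 µM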
# TRPM1 prom inh – inhibitors of MITF-dependent TRPM1 promoter reporter, primary screen, cell-based, SK-MEL-5, single point, luciferase; SK-MEL-5 TRPM1 promoter luciferase, 24 h; inhibition, % at 12.5 µM; hit rate 0.83% among 330,000; AID 488899, 2010;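 active means mean inhibition across replicates of 60% or more, whatever share of single replicates reaches that level; inconclusive means some that reach 60%, reason not given; inactive means mean inhibition across replicates below 60%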; further: values of inactives mirror those of a sister screen read the other way
# iPSC survival up – enhancers of single-cell hiPSC survival, primary screen, ATPlite luminescence. 100% = ROCK inhibitor wells, 0% = DMSO. survival enhancement, % at 20 µM. hit rate 0.044% among 360,000. AID 602274, 2012; in the data active means survival enhancement above about 18%;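 further: cells exposed to compounds for 16 hours before the ATP read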
# Vif imaging – HIV Vif self-association inhibitors, primary screen, imaging, HEK293T, single point; HEK293T cells, Vif self-association by quenched fluorescence, 24 h; AID 602346, 2012; inhibition, % at 7.49 µM; hit rate 0.35% among 340,000; in the data active means inhibition above about 50%, passing the limit was not always enough; inconclusive means no clear call, values can overlap the other calls; inactive means below about 31%; further: some results filed as inactive read as strong as hits
# PDI inh – inhibitors of human PDI, primary screen, biochemical, turbidity, single point, plate reader; Protein disulfide-isomerase (Homo sapiens), P07237; PDI insulin aggregation turbidity, A650, 90 min; inhibition, % at 10 µM; hit rate 0.052% among 350,000; AID 588391, 2011;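 active means mean inhibition across replicates of 30% or more, whatever share of single replicates reach that level; inconclusive means mean inhibition below 30% while every single replicate reaches 30%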;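 further: absorbance from insulin aggregation driven by PDI reduction with DTT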
# Target sequence (P07237 whole entry, looked up): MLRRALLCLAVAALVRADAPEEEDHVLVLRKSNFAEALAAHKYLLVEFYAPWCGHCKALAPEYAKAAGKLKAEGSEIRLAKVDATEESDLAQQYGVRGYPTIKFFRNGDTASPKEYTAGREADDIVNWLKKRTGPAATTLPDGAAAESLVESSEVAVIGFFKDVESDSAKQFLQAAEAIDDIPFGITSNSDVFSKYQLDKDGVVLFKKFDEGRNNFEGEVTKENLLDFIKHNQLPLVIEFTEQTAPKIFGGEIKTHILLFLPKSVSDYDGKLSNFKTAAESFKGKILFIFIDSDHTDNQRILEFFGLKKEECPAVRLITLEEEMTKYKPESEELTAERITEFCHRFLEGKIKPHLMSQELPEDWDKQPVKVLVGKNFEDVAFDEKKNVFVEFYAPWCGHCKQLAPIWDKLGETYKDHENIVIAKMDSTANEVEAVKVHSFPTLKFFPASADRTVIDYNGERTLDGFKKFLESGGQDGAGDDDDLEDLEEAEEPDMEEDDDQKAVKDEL
# aDG glyco up – activators of alpha-DG glycosylation, primary screen, uHTS, Pro5-aDG cells, AlphaScreen; alpha-DG glycosylation AlphaScreen (IIH6); 0% Pro5, 100% B10-LARGE cell signal; activation, % at 10 µM; hit rate 0.22% among 360,000;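 active means activation of at least 8% versus controls, or a plate z-score of at least 8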;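 further: Pro5 are CHO cells carrying HIG-tagged alpha-DG that lacks glycosylation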
# Starred values were filed as active, the others as inactive; ? = inconclusive; nt = not tested or not shown.
No.	SMILES	TRPM1 prom inh	Granule exo inh	NR2E3 ag-2	PDI inh	Vif imaging	Peg3 promoter	HIF-2a inh	NR2E3 ag-1	iPSC survival up	aDG glyco up	CaV13 ICDI inh
1	O=C(O)c1ccccc1OCCN1CCCC1=O	-7	1	4	2	-2	4	13	-1	0.0	0.0	-4
2	CC1=C(C#N)C(c2ccc(O)cc2)C(C#N)=C(C)N1	6	-4	-9	1	-3	10	5	1	1.6	-0.3	-5
3	CCOC(=O)CC1=NN(c2ccccc2)C(=O)C1	1	3	-27	-6	-6	6	7	4	0.0	0.0	-5
4	CCn1c(C(=O)O)c(CC(=O)Nc2ccccc2F)c2ccccc21	9	-1	-6	-4	nt	-8	11	7	2.5	0.1	-4
5	CC(NC(=S)NNS(=O)(=O)c1cccc([N+](=O)[O-])c1)c1ccccc1 (stereo unspecified)	19	-4	-4	-3	-5	5	20	3	-0.5	-0.3	-6
6	CCOC(=O)c1c(NC(=O)CSc2nc3cccnc3n2C)sc(C(C)=O)c1C	-7	0	-8	1	-30	-2	14	2	-0.8	-0.2	nt
7	COc1ccc(NS(=O)(=O)c2cc(NC(=O)[C@H](C)NC(N)=O)ccc2N2CCCC2)cc1	9	1	15	-8	-8	3	6	nt	-0.1	-0.3	-7
8	CC(C)CNS(=O)(=O)c1ccc(S(=O)(=O)N2CCN(C3CCCC3)CC2)cc1	12	2	-7	9	-4	7	16	-2	-0.4	0.0	-4
9	CCOc1cc(S(=O)(=O)NCc2ccc3c(c2)OCO3)ccc1F	4	6	-2	-1	?	7	21	2	-2.6	0.2	-7
10	Cc1ccc(C(=O)NC=C(Cl)Cl)cc1	1	2	-19	11	-1	-14	-52	0	1.3	0.1	-4
11	CC(=O)c1ccc(OCC(O)Cn2nnc3ccccc32)cc1 (stereo unspecified)	-40	17	-3	2	-1	-53	-95	1	-1.6	0.0	-10
12	COc1ccc(C2=CC(c3cc(OC)c(OC)c(OC)c3)NC(=S)N2)cc1 (stereo unspecified)	-1	3	-25	-2	0	23	10	2	-2.3	-0.6	nt
13	Cc1cc(NC(=O)COC(=O)c2ccc(OC(F)(F)F)cc2)no1	4	2	-15	-17	20	-4	11	-1	0.4	-0.1	-4
14	Cc1ccccc1NC(=O)COc1ccc(S(=O)(=O)N2CCCC2)cc1C	6	-3	1	14	17	17	12	-1	-0.3	0.0	-5
15	CC(C)CC1C(=O)N(Cc2cn(CCC3OCCO3)nn2)CCS(=O)(=O)N1Cc1ccc(-c2ccc(F)nc2)cc1 (stereo unspecified)	nt	2	-18	3	-2	21	1	nt	0.2	0.7	-4
16	COc1ccc(S(=O)(=O)Nc2ccc(Cl)cn2)c(C)c1C	8	-4	-49	5	-8	9	-2	0	-1.1	0.1	-3
17	CC(=O)c1ccc(S(=O)(=O)N(C)CC(=O)N2CCCCCC2)cc1	-2	1	-11	3	-2	7	19	2	1.5	-0.1	-19
18	Cc1ccc(Nc2nc(N3CCOCC3)nc(N3CCOCC3)n2)cc1Cl	13	1	-9	-1	-20	14	0	6	0.0	0.8	-7
19	CN1C(=O)c2ccc(C(=O)Nc3nccs3)cc2C1=O	8	-13	1	21	11	-6	6	-2	-0.8	-0.2	8
20	COc1ccc(S(=O)(=O)Nc2ccc(S(=O)(=O)N(C)C)cc2)cc1[N+](=O)[O-]	7	1	16	1	10	12	11	1	0.3	0.1	-3
21	Cc1ccc(C(=O)O)cc1NC(=O)CSc1nnc(-c2ccccc2F)n1C1CCCCC1	1	-13	-8	-2	-2	2	0	nt	0.6	0.0	-2
22	CN1C(C(=O)NCc2ccco2)CC2Cn3c(nc4ccccc43)C21 (stereo unspecified)	-7	1	-3	6	nt	-9	2	2	-0.8	-0.1	-11
23	CCOC(=O)C1CCN(c2nc(C)nc3c2oc2ccccc23)CC1	3	0	-47	8	12	16	19	4	3.0	1.1	-5
24	O=C1Cc2ccccc2C(c2c(Cl)cccc2Cl)N1 (stereo unspecified)	0	-11	-29	1	8	5	28	2	-0.4	0.0	-2
25	CC(C)=NOCC(=O)Nn1c(COc2c(C)cccc2C)nc2ccccc2c1=O	-3	2	-2	4	-2	22	10	6	3.2	0.0	-5
26	Cc1ccc(C)c(N2CCN(C(=O)c3ccc(NS(=O)(=O)c4c(C)noc4C)cc3)CC2)c1	-10	1	2	11	nt	12	-3	3	0.5	0.1	nt
27	CC(=O)C12OC1CC1C3CCC4=CC(=O)CCC4(C)C3CCC12C (stereo unspecified)	-4	2	-30	2	1	-4	11	-2	-0.6	0.1	10
28	c1ccc(-c2ccc(-c3csnn3)cc2)cc1	-64	6	-34	0	5	-245	-204	2	-1.1	0.0	-1
29	CN(c1ccc([N+](=O)[O-])cc1C(=O)Nc1ccccc1)C1CCCCC1	-6	25	-23	8	-1	7	0	-1	5.8	-0.2	-9
30	CC(=O)Nc1ccc(C(=O)NNS(=O)(=O)c2ccc(C)cc2)cc1	2	1	-8	-2	2	11	17	3	1.2	0.9	2
31	C#CCOCCOCCOCCNc1nc(N2CCOCC2)nc(N2CCN(C(=O)CCCCCCCCCCNC(=O)[C@H](CO)n3cc(CCCSC)nn3)CC2)n1	15	-5	3	-1	-3	11	10	1	0.2	-0.1	-10
32	CC(C)NCC(O)COCCOc1ccc(Br)cc1 (stereo unspecified)	-4	0	11	2	-15	6	15	2	1.3	0.0	-6
33	CCOC(=O)C(=O)NCC1CCCN1S(=O)(=O)c1cccs1 (stereo unspecified)	nt	-2	-4	-2	22	-5	-2	nt	1.1	0.1	-9
34	COc1cc(C2OC(=O)C3C(c4ccc(OC(C)=O)c(OC)c4)OC(=O)C23)ccc1OC(C)=O (stereo unspecified)	10	-2	-34	-7	-2	18	17	1	-0.1	0.1	2
35	Cc1ccc2c(c1)nnn2C1CCN(CC(=O)N2c3ccccc3CC2C)CC1 (stereo unspecified)	-4	1	11	2	-5	10	1	0	-0.8	0.1	-9
36	O=C1Nc2ccccc2C12OCCCCO2	3	1	-1	7	-4	14	9	0	5.1	-0.1	nt
37	CCCNS(=O)(=O)c1ccc(CCC(=O)NCc2cccnc2)cc1	13	0	-18	-6	0	8	19	3	-2.3	-0.2	-3
38	O=Cc1c(NCc2ccccc2F)c2ccccc2[nH]c1=O	-2	-9	-24	6	6	3	0	3	-0.2	0.0	7
39	CCC(C(=O)N1CCN(c2ccccn2)CC1)n1nc(C)n2c(cc3occc32)c1=O (stereo unspecified)	8	-2	-2	-2	-3	20	20	1	-3.8	-0.1	-6
40	CCOC(=O)N1CCN(C(=O)C(CC)n2nc(C)c3sc4ccccc4c3c2=O)CC1 (stereo unspecified)	20	0	-4	-3	3	13	18	5	3.3	-0.1	nt
41	O=C(Nc1ccccc1C(=O)Nc1ccncc1)c1cccc([N+](=O)[O-])c1	10	3	-8	-1	-2	11	16	0	-0.4	-0.1	-5
42	Cc1c(C(=O)Nc2ccc(Cl)cc2)c2ccccn2c1CCc1ccncc1	-13	-4	-83	3	-11	-148	-107	3	-2.7	1.3	-5
43	O=C(O)CCc1ccc(-c2ccc(Br)cc2)n1CC(=O)O	-2	-5	-4	-2	3	6	8	7	-0.5	-0.1	-9
44	CN(C)C(=O)c1ccc(NC(=O)c2ccccc2Sc2ccccc2C#N)cc1	1	-1	0	0	5	0	16	-2	2.3	0.0	-4
45	COC(=O)c1cc(-c2c[nH]c3ccccc23)n[nH]1	-17	-1	-6	-5	1	-70	-84	-1	1.1	-0.2	-4
46	CCOc1cc(C(=O)Nc2cc3c(cc2N2CCCC2)n(C)c(=O)n3C)cc(OCC)c1OCC	-10	-2	-8	2	0	-15	-2	1	1.2	0.4	-7
47	COc1cc(C(=O)Nc2cc3c4c(c2)CC(=O)N4CCC3)cc(OC)c1OC	9	0	-4	-1	9	1	12	-4	0.0	0.0	-5
48	CCn1cnc2c1c(=O)n(Cc1csc(-c3ccccc3)n1)c(=O)n2Cc1ccccc1	5	-2	0	-2	-14	29	25	-1	2.8	0.7	-5
49	CC1CCN(S(=O)(=O)c2ccc3[nH]cc(C(=O)NCCN4CCOCC4)c(=O)c3c2)CC1	-4	16	11	1	?	24	-1	-2	-1.5	-0.1	nt
50	COc1cc(NC(=O)CN2CCN(C(=O)c3ccco3)CC2)c(C)cc1[N+](=O)[O-]	nt	-13	-3	-5	-2	7	11	nt	-1.4	0.5	-19
51	O=[N+]([O-])c1ccc(Cl)c(S(=O)(=O)Nc2ccc(-c3ccc(N4CCCC4)nn3)cc2)c1	-2	-1	-7	-1	6	-49	-51	-2	0.2	0.1	-3
52	O=C(Cc1ncc(C(F)(F)F)cc1Cl)Nc1ccc(F)cc1	-12	-4	-12	0	5	23	8	2	0.8	-0.1	-1
53	O=C(NC(=S)Nc1ccc2c(c1)OCCO2)c1cccc(Br)c1	-22	0	-123	8	0	-268	-238	-2	-2.6	0.8	-5
54	CCOc1ccc(N(CC(=O)NCCc2ccccc2)C(=O)CCC(=O)Nc2cc(C)ccn2)cc1	-3	20	20	-5	-8	8	17	-1	0.4	-0.2	-4
55	O=C(c1cc(COc2ccccc2)on1)N1CCCC(OCc2cccnc2)C1 (stereo unspecified)	-11	14	16	1	0	2	-8	1	-0.3	0.1	-3
56	CCN(Cc1nc2cc(Cl)ccc2c(=O)[nH]1)C(=O)c1cccc(OCc2c(C)noc2C)c1	-8	38	7	-5	0	10	6	3	-0.4	0.6	-6
57	CCOC(=O)CCNC(=O)CNC(=O)OCc1ccccc1	-15	-2	-33	-12	8	4	7	5	-1.0	-0.3	-1
58	CC(=O)c1ccc(S(=O)(=O)NCCCC(=O)N(C)Cc2ccc3c(c2)OCO3)cc1	6	-2	-18	-1	12	13	11	0	0.3	0.2	-2

# Arranged by molar mass (low to high): some entries from above
No.	SMILES	TRPM1 prom inh	Granule exo inh	NR2E3 ag-2	PDI inh	Vif imaging	Peg3 promoter	HIF-2a inh	NR2E3 ag-1	iPSC survival up	aDG glyco up	CaV13 ICDI inh
52	O=C(Cc1ncc(C(F)(F)F)cc1Cl)Nc1ccc(F)cc1	-12	-4	-12	0	5	23	8	2	0.8	-0.1	-1
47	COc1cc(C(=O)Nc2cc3c4c(c2)CC(=O)N4CCC3)cc(OC)c1OC	9	0	-4	-1	9	1	12	-4	0.0	0.0	-5
58	CC(=O)c1ccc(S(=O)(=O)NCCCC(=O)N(C)Cc2ccc3c(c2)OCO3)cc1	6	-2	-18	-1	12	13	11	0	0.3	0.2	-2
